S1P2 antag: human S1P2 receptor antagonists, primary screen, cell-based; 97,000 tested, 0.21% active; Sphingosine 1-phosphate receptor 2 (Homo sapiens), O95136; cell-based S1P2 antagonist assay, inhibition at 5 uM; inhibition, % at 5 µM; in the data active = inhibition above about 45%;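 note: CRE beta-lactamase reporter cells expressing human S1P2 stimulated with S1P; 0% = agonist at EC80 alone and 100% = agonist plus reference antagonist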
PLK1 inh: human PLK1 kinase inhibitors, primary screen, biochemical, TR-FRET; Serine/threonine-protein kinase PLK1 (Homo sapiens), P53350; recombinant PLK1 kinase, TR-FRET peptide phosphorylation; inhibition, % at 10 µM; 97,000 tested, 0.53% active; AID 619, 2007;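 active = inhibition of 50% or more in the single-concentration screen; inactive = inhibition below 50%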;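 note: 0% = DMSO max control and 100% = H-89 dihydrochloride min control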
S1P2 agonist: S1P2 receptor agonists, primary screen, cell-based; Sphingosine 1-phosphate receptor 2 (Homo sapiens), O95136; S1P2-expressing cell line, agonist reporter read-out; activation, % at 4.5 µM; 97,000 tested, 0.46% active; in the data active = activation above about 16%;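 note: 0% = vehicle low control and 100% = maximal reference agonist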
PLAP act: PLAP enzyme activators, biochemical, luminescence, HTS; activation fold at 20 µM; 96,000 tested, 1.2% active; purified PLAP enzyme, luminescent substrate read-out; active compounds read high; Alkaline phosphatase, placental type (Homo sapiens), P05187; in the data active = activation fold above about 2
EphB4 antag: EphB4-ephrin-B2 interaction antagonists, primary screen, biochemical, TNYL-RAW peptide probe, fluorescence polarization; Ephrin type-B receptor 4 (Homo sapiens), P54760; EphB4 LBD / TNYL-RAW-Alexa532 peptide; inhibition, % at 7 µM; 97,000 tested, 0.15% active;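 active = inhibition above the screen-wide mean inhibition plus 3 SD, cut at about 15% in these data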;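 note: 0% = DMSO wells and 100% = excess unlabeled TNYL-RAW peptide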
Target sequence (P54760 whole entry, looked up, the tested form may be a part): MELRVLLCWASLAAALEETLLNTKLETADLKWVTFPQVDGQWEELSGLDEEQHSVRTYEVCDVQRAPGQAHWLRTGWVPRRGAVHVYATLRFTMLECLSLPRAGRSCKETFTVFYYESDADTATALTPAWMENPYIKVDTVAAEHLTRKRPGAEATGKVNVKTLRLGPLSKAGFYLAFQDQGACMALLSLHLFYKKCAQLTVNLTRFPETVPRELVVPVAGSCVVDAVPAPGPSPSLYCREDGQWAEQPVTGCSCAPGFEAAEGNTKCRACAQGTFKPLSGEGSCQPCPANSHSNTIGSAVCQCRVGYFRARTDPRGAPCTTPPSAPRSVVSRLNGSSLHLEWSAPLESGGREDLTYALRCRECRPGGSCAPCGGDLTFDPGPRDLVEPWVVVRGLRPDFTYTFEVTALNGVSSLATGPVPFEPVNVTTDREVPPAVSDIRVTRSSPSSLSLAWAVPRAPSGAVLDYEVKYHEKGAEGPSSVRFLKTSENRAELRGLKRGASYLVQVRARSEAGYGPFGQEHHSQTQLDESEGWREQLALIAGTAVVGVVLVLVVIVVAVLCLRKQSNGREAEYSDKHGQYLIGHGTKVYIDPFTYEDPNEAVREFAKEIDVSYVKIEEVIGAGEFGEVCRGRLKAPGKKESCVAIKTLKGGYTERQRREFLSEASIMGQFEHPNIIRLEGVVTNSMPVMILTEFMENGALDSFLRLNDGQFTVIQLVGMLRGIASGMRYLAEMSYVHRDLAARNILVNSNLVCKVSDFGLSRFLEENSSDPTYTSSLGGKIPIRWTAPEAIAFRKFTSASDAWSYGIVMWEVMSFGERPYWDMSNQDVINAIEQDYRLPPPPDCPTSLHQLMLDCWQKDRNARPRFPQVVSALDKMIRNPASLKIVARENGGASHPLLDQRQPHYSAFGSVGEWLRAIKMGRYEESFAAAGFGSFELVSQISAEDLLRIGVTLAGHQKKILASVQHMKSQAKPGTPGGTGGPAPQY
HIV Rev-RRE inh: HIV-1 Rev-RRE binding inhibitors, primary screen, biochemical, FRET, protein-RNA interaction. Rev peptide-RRE RNA binding. AID 704, 2007. P05866. 97,000 tested, 0.79% active. inhibition, % at 8 µM;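 active = inhibition above the screen-wide mean plus 3 SD, cut at about 35% in these data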;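 note: 0% = median DMSO wells and 100% = median Neomycin B control wells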
Target sequence (P05866 whole entry, looked up): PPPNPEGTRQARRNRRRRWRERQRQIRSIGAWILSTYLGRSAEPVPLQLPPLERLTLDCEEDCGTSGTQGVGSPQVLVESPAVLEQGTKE
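Test system: Cy5-tagged RRE RNA duplex with fluorescein-tagged Rev peptide; Probe or stimulus: labelled Rev peptide; Schedule: 5 min preincubation and 15 min binding, 25 °C; Signal: FRET fluorescence readout; Evaluation: % inhibition from 671/540 nm acceptor-to-donor ratio, scaled between controls; Control set: DMSO and neomycin B.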
MT1-MMP txn act: MT1-MMP promoter reporter activation – cell-based, luciferase luminescence, primary screen | HT1080 MT1-MMP promoter luciferase reporter, overnight; active compounds read high | activation factor at 10 µM | 86,000 tested, 0.16% active | AID 750, 2007;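 active = activation factor of at least 2 for MT1-MMP transcription at 10 µM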
FAK inh: FAK kinase inhibitors, primary screen, biochemical | Focal adhesion kinase 1 (Homo sapiens), Q05397 | biochemical FAK kinase activity assay | inhibition, %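 (tested at 7 µM)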 | 97,000 tested, 0.84% active | AID 727, 2007; in the data active = inhibition above about 19%;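 note: 0% = DMSO and 100% = reference compound high control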
PLK1 PBD inh: Plk1 polo box domain binding inhibitors, primary screen, biochemical, fluorescence polarization. inhibition, %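 (tested at about 20 µM)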. Serine/threonine-protein kinase PLK1 (Homo sapiens), P53350. Plk1 PBD phosphopeptide binding. 97,000 tested, 0.13% active; in the data active = inhibition above about 34%, passing the limit was not always enough
* marks the source's active call; other numbers are inactive results; . = no result given.

SMILES	S1P2 antag	PLK1 inh	S1P2 agonist	PLAP act	EphB4 antag	HIV Rev-RRE inh	MT1-MMP txn act	FAK inh	PLK1 PBD inh
CC(C)NC(=O)c1ccc(CS(=O)(=O)c2ccc(Br)cc2)o1	3	1	-8	1	13	1	1.2	-2	-22
Cc1ccc(Nc2ncccc2C(=O)NCc2cccs2)c(C)c1	21	0	-4	0.9	4	17	.	4	-20
O=C(Nc1ccc(Cl)cc1C(=O)NCc1cccnc1)c1ccco1	-18	-9	1	0.9	-1	6	1.1	5	-16
CCCCNC(=S)N/N=C/c1ccc(C)s1	-36	-17	-9	0.9	4	-3	.	2	7
CC(=O)Nc1ccc(OCC(O)Cn2nc(C)c(Br)c2C)cc1 (stereo unspecified)	8	-15	-2	.	-6	2	1.2	-1	2
COc1cc(C(=S)N2CCC(C(N)=O)CC2)ccc1O	-9	-12	2	0.9	2	3	1.2	1	22
COC(=O)C1=COC(C)C2CN3CCc4c([nH]c5ccccc45)C3CC12 (stereo unspecified)	18	3	-6	1.1	1	30	1.1	-2	22
O=C(c1ccccc1F)N1CCN(Cc2cccc(Cl)c2)CC1	5	-5	-1	.	1	4	0.9	-1	0
Cc1nc(-c2cccc(S(=O)(=O)N3CC(C)OC(C)C3)c2)cs1 (stereo unspecified)	-6	4	-5	1.7	-4	1	1.1	1	11
CC1(C)CC(=O)C=C(NC2CC(C)(C)NC(C)(C)C2)C1	13	-17	-5	0.8	1	4	1.1	-1	8
CCCN1C2=C(C(=O)CC(C)(C)C2)C(c2ccc(F)cc2)C2=C1c1ccccc1C2=O (stereo unspecified)	-33	3	-2	0.9	1	8	1	2	4
Cc1ccc(S(=O)(=O)/N=S(/C)c2ccccc2)cc1 (stereo unspecified)	-12	-7	-4	1.1	-3	0	.	-8	-5
O=C(CCN1C(=O)c2ccccc2S1(=O)=O)Nc1ccc2c(c1)OCCO2	4	-4	-9	1	-8	3	1.2	-1	17
C=CCn1c(COc2ccc(CC)cc2)nnc1SC/C(O)=C(\C#N)c1nc2ccccc2[nH]1	-4	-9	-9	1.3	6	29	1.5	3	1
Cc1ccccc1NC(=S)NCCC(c1ccccc1)c1ccccc1	-17	-13	-4	1	-5	-4	.	4	-24

Results in S1P2 agonist, for some of the entries so far:
structure	S1P2 agonist
O=C(Nc1ccc(Cl)cc1C(=O)NCc1cccnc1)c1ccco1	1
O=C(CCN1C(=O)c2ccccc2S1(=O)=O)Nc1ccc2c(c1)OCCO2	-9

Later entries:
SMILES	S1P2 antag	PLK1 inh	S1P2 agonist	PLAP act	EphB4 antag	HIV Rev-RRE inh	MT1-MMP txn act	FAK inh	PLK1 PBD inh
S=C(Nc1ccccc1)N1CCCCCC1	10	-12	-1	1	2	4	.	2	-22
CC(C)(C)NC(=O)NC(=O)COC(=O)CCC1CCCCC1	-5	-4	8	1.5	5	12	.	-2	4
Cc1ccc(-c2noc(CCCOc3ccc(Cl)cc3Cl)n2)cc1	12	-13	-1	0.9	3	18	1	-2	-23
CCCSCCCNC(=O)CC1Oc2ccccc2NC1=O (stereo unspecified)	14	-8	-6	0.8	5	2	1.2	6	-3
C=CCn1c(COc2ccccc2)nnc1SCc1ccc(C#N)cc1	10	0	-7	1	3	8	1.1	1	-19
CC(CNC(=O)C1CCCCC1)NC(=O)C1CCCCC1 (stereo unspecified)	-2	-8	0	0.9	-7	5	1.1	2	3
CC1C/C(=N/O)C(C)CN1 (stereo unspecified)	11	53*	-3	0.7	2	12	0.9	-2	-2
COc1cc(S(=O)(=O)N(C)C)ccc1Br	-6	2	-3	0.9	-2	1	1.1	0	21
O=C(CS(=O)CC(=O)N(CC(=O)NC1CCCC1)C1CCCCC1)Nc1ccc(F)cc1 (stereo unspecified)	-23	-18	-1	1.5	-2	6	1.1	0	22
Cc1c(C(=O)N2CCN(S(C)(=O)=O)CC2)oc2ccccc12	-19	-8	-1	0.9	-5	3	1.1	-2	-7
CCOC(=O)C1CCN(C(c2ccccn2)c2c(C)[nH]c3ccccc23)CC1 (stereo unspecified)	-1	-4	-5	1.1	-1	2	1	-2	7
O=C1N(Cc2ccc3c(c2)OCO3)c2ccccc2C1(O)c1c[nH]c2ccccc12 (stereo unspecified)	-1	-13	-8	1.1	0	8	1.1	0	16
CC(C)C(C(=O)NC1CCCCC1)N(CC1CCCO1)C(=O)CNS(=O)(=O)c1ccc(F)cc1 (stereo unspecified)	-2	5	-4	1.3	-8	-1	1.1	-3	11
CCCCN(CC)c1nc(N)c2c(N)nc(OCC)cc2c1C#N	-16	27	-2	0.8	5	14	1.2	4	-15
Cn1c(=O)c2c(ncn2CC(=O)N2CCN(c3ccccc3F)CC2)n(C)c1=O	24	-9	-4	1.1	0	4	1.1	3	3
COc1ccc(OC)c(CN2CCCC(C(=O)N3CCCCC3)C2)c1 (stereo unspecified)	16	0	0	1.2	-1	-5	1.1	-7	1
CCOC(=O)N1CCN(C(=O)Cn2nc(-c3ccc(Cl)cc3)ccc2=O)CC1	14	-4	-3	1.4	2	3	.	-3	-18
NC(=O)c1c(NC(=O)C2CCCO2)sc2c1CCC2 (stereo unspecified)	-5	2	-4	1.3	-12	0	1.3	2	0
Cc1cc(C)cc(NC(=O)NC2CCN(CC(=O)Nc3c(C)cc(C)cc3C)CC2)c1	-1	-6	-1	.	6	8	1.1	0	-1
CSCCC(NC(=O)c1cc(C)oc1C)C(=O)O (stereo unspecified)	1	-41	-2	0.8	2	7	1.1	-1	9
O=C(NCc1cccnc1)C1CC(c2ccc(F)cc2)=NO1 (stereo unspecified)	13	-11	-2	1.1	2	7	1.1	0	-6
CC(C)/C=C1\CCCCC1N(C)C(=O)NC(C)C (stereo unspecified)	-6	-1	1	1.3	1	-5	1.1	-6	-10
CCOC(=O)c1ccc(NC(=O)NCc2ccncc2)cc1	10	-10	-2	1.3	7	2	1.1	-1	-13
O=C(CN(Cc1ccccc1)S(=O)(=O)c1ccc2c(c1)OCCO2)Nc1ccc2c(c1)OCCO2	30	-15	-6	1.5	-1	11	1.1	-1	-13
N/C(=N\OC(=O)CCc1ccccc1)c1cccc(Br)c1	-6	-14	-4	1	-4	10	.	-6	16
COc1cc(C)c(N)cc1C(C)C	16	-7	-6	0.9	1	2	1.1	-3	-19
CC(C)C(OC(=O)c1ccco1)C(=O)NC1CCCCC1 (stereo unspecified)	-1	-11	-3	1.1	-1	-1	1.1	-3	20
COc1ccc(Nc2nc(-c3sc(NC(C)=O)nc3C)cs2)cc1	-18	1	-4	1.6	-4	10	1.1	1	-17
CCOc1cc(NC(=O)c2ccco2)c(OCC)cc1NC(=O)COc1ccccc1	4	-11	-3	1.3	-10	-3	1.1	4	11
COc1ccc(CCNC(=O)N2c3ccccc3Sc3ccccc32)cc1	-8	-5	-4	.	1	14	.	4	-12
O=C(/C=C/c1ccccc1)NC(=S)Nc1ccccc1C(=O)NC1CCCCC1	21	-8	3	1	-3	3	.	-4	9
CCn1c(NCc2ccc(N(C)C)cc2)nc2ccccc21	9	-2	-11	1.1	-7	-2	1.5	-7	8
O=C(CCN1CCCCCC1)Nc1ccc(F)c(F)c1	8	-6	-4	0.9	-4	7	1.1	-2	-10
Cc1ccc(S(=O)(=O)c2nc(S(C)(=O)=O)sc2NCC2CCCO2)cc1 (stereo unspecified)	-3	-4	-1	0.9	-10	-1	1.3	-1	28
COc1ccc(-n2c(N)c(C(=O)NCc3ccco3)c3nc4ccccc4nc32)cc1	-9	-5	2	1.2	-3	7	.	2	1
O=S(=O)(c1ccc(Oc2ccc(-c3nnco3)cc2)nc1)N1CCC(Cc2ccccc2)CC1	-4	-2	-9	1.1	-9	-7	1	19*	4
Clc1ccc(OCCSCc2nc3ccccc3[nH]2)cc1	-5	-5	-5	0.9	-3	15	.	3	15
CC1Cc2ccccc2N1S(=O)(=O)c1cccc(C(=O)OCC(=O)NC2CCS(=O)(=O)C2)c1 (stereo unspecified)	-8	-13	-5	1.6	3	5	1.2	1	2
Cc1ncsc1C(=O)N1N=C2/C(=C/c3ccccc3)CCCC2C1c1ccccc1 (stereo unspecified)	13	-24	-7	1.1	-1	2	.	3	-11
O=c1c2c(nc3n1CCCCC3)-c1ccccc1CC21CCCCC1	-14	-14	0	.	-3	6	1.1	1	9
COc1ccc(-c2[nH]c(-c3ccc4c(c3)OCO4)nc2-c2ccccc2)cc1	9	-13	-8	0.9	0	-1	.	8	23
C=CCOC(=O)Nc1c(C(=O)OC)[nH]c2ccc(Cl)cc12	-16	-10	-4	0.9	-7	8	1.2	5	7
COc1ccc(N2CCN(Cc3nc4ccsc4c(=O)[nH]3)CC2)cc1	15	-3	-6	1.1	7	6	.	-4	5
CCOC(=O)C(Oc1ccc(=O)n(-c2ccccc2)n1)C(C)=O (stereo unspecified)	6	-8	-5	1.1	9	11	1.1	3	7
COc1ccc(S(=O)(=O)N2CCC(C(=O)c3ccc4c(c3)OCCO4)CC2)cc1	4	-5	-6	.	3	8	0.9	0	21

Some of these compounds in order of their number in PLK1 inh, rising:
canonical_smiles	PLK1 inh
CC1Cc2ccccc2N1S(=O)(=O)c1cccc(C(=O)OCC(=O)NC2CCS(=O)(=O)C2)c1 (stereo unspecified)	-13
O=C(CCN1CCCCCC1)Nc1ccc(F)c(F)c1	-6
COc1ccc(S(=O)(=O)N2CCC(C(=O)c3ccc4c(c3)OCCO4)CC2)cc1	-5
Cc1ccc(S(=O)(=O)c2nc(S(C)(=O)=O)sc2NCC2CCCO2)cc1 (stereo unspecified)	-4
COc1ccc(N2CCN(Cc3nc4ccsc4c(=O)[nH]3)CC2)cc1	-3
CCn1c(NCc2ccc(N(C)C)cc2)nc2ccccc21	-2

The list continues:
SMILES	S1P2 antag	PLK1 inh	S1P2 agonist	PLAP act	EphB4 antag	HIV Rev-RRE inh	MT1-MMP txn act	FAK inh	PLK1 PBD inh
O=C(c1cc2cc(Br)cc(Br)c2oc1=O)N1CCCc2ccccc21	13	-3	-3	0.9	4	7	.	7	13
COc1cccc(-c2nn(-c3ccccc3)cc2C(=O)O)c1	10	1	-4	1	-1	11	1	1	3
COc1ccc(S(=O)(=O)NC(C)C(=O)Nc2ccccc2C(F)(F)F)cc1 (stereo unspecified)	-15	-12	-1	0.8	-4	2	1.1	3	2
COc1ccc(OC)c(NC(=O)COc2ccc(S(=O)(=O)NC(C)C)cc2)c1	-5	-15	-3	0.8	4	15	1	0	2
O=C(O)c1cc(S(=O)(=O)Nc2ccccc2C(=O)O)ccc1O	1	-7	-3	1.2	-7	2	.	-1	7
CCN(CC)CCN(C(=O)Cn1nnc(-c2ccc(OC)c(OC)c2)n1)C(C(=O)NC1CCCC1)c1ccc(F)cc1 (stereo unspecified)	-14	-15	-2	1.4	4	0	.	2	3
CCCC(=O)Nc1ccccc1NC(=O)C1CCCCC1	4	-8	-3	0.9	3	7	1	0	-9
COc1ccc(S(=O)(=O)N2CCCC2C(=O)Nc2nnc(-c3cccnc3)s2)cc1 (stereo unspecified)	-2	2	-4	1.2	-6	-1	1.1	-4	-18
Cc1cc(NC(=O)CCN2CCC(C(N)=O)CC2)ccc1Br	4	-7	-4	1.6	-5	1	.	1	6
CCn1c(=Nc2ccc(N3CCOCC3)cc2)ccc2ccccc21	19	-13	-1	1.4	4	2	1	4	-8
CN1CCN(c2ccc(NC(=O)c3ccccc3Br)cc2)CC1	-9	5	0	1	-4	3	1.5	5	-3
COC(=O)c1sc(S(=O)(=O)N2CCC(C(=O)O)CC2)c(C(=O)OC)c1C	-1	-7	-3	0.9	5	6	.	-4	12
C/C(=N\NC(=O)CSc1nc2nc(C)cc(C)n2n1)c1ccccc1	-7	-7	1	1.2	-4	3	.	2	17
